Cl transport mod = modulators of human KCC2 chloride dependent transport; B-score of Tl+ flux slope (higher = more flux/activation; lower = inhibition) at 10 µM; KCC2 cells, thallium flux FluoZin-2 fluorescence; Q9H2X9; 190,000 compounds, 2.2% hits;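 active = thallium flux slope and its plate-corrected score both differing from the plate sample mean at a set confidence after two filtering rounds, in either direction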;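 note: slope of fluorescence scaled to starting intensity during 10 to 20 s after thallium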
TNF necrop inh = inhibitors of TNF-alpha induced necroptosis in Jurkat FADD-/- cells; Jurkat FADD-/- TNF necroptosis rescue, ATP luminescence, 24 h; 0 = TNF only, 100 = no-TNF cells; activation (protection from cell death), % at 10 µM; 220,000 compounds, 0.068% hits;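 active = activation, meaning protection from cell death, of at least 50% relative to plate controls; inactive = activation below 50%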;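 note: necroptosis triggered by 40 ng/mL TNF-alpha added together with compound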
L929 necroptosis = blocks zVAD induced death of L929 cells. L929 zVAD necroptosis rescue, ATP luminescence, 24 h; with zVAD 60 µM. 220,000 compounds, 0.38% hits. viability rescue, % at 10 µM. AID 1377;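 active = activation, scaled between plate controls, above about 75%, limit read from the data; inactive = activation under that limit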;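 note: 0% = zVAD with DMSO and 100% = DMSO alone without zVAD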
MDM2 E3 inh = inhibitors of human Mdm2 E3 ubiquitin ligase; signal enhancement, % at 5 µM; 210,000 compounds, 0.11% hits; cell-based MDM2 ubiquitination luciferase reporter, 2 h; 0 = plate control, 100 = twice control, blank-subtracted; Q00987;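 active = signal enhancement of 30% or more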;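 note: luminescence tracks abundance of the self-degrading MDM2-luciferase fusion protein; higher signal means inhibition of MDM2 E3 ligase activity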
Target sequence (Q00987 whole entry, looked up, the tested form may be a part): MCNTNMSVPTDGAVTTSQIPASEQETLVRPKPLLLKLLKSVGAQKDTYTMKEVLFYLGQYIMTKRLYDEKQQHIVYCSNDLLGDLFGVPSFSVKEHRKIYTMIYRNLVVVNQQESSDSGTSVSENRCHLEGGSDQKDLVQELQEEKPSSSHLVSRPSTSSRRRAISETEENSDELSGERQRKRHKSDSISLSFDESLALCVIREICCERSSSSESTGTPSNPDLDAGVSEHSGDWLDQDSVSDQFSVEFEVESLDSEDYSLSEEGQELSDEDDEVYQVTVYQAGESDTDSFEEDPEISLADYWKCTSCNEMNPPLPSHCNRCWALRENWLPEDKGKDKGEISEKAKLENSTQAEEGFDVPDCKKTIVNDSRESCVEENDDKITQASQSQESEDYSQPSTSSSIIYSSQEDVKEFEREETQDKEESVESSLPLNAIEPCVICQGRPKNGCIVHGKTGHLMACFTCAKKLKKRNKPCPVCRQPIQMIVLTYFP
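Timing – 2 h compound exposure at 37 °C · Assay system – mammalian cells stably expressing self-ubiquitinating, self-degrading MDM2 E3–luciferase fusion · Amount – 2000 cells seeded into each well · Measure – % luminescence enhancement versus blank-corrected plate control mean · Measured by – SteadyLite luminescence, 15 min reagent step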
Rad51 HR inh = blocks human Rad51 in homologous recombination; Q06609; hRad51 DNA strand exchange, fluorescence dequenching; inhibition, % at 10 µM; 200,000 compounds, 0.085% hits;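 active = inhibition above 40% at the single screening dose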;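 note: 0% = DMSO control wells and 100% = blanks with heterologous ssDNA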
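Test system – preformed human Rad51 ssDNA filaments · Reagent – Donor/quencher-labelled 47-bp dsDNA substrate · Incubation – 37 °C 15-min filament assembly, 30-min compound preincubation, 15-min exchange · Signal – FRET fluorescence dequenching, excitation 485 nm, emission 520 nm · Read-out – percent inhibition from fluorescence, normalised to plate control and blank means · Benchmarks – plate control and blank wells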
eIF4E 4G PPI = blocks eIF4E binding to eIF4G. TR-FRET eIF4E-eIF4GI(517-606) binding, 2 h. 220,000 compounds, 0.37% hits. P63073+Q04637. inhibition, % at 21.7 µM;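 active = inhibition above about 30%, limit read from the data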;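 note: 0% = full FRET control wells and 100% = background wells lacking eIF4GI fragment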
EBV gp42 block = inhibitors of Epstein-Barr virus glycoprotein 42; Q1HVG2; Fluorescence polarization binding assay, mP read-out; inhibition, % (tested at 21.74 µM); 220,000 compounds, 0.42% hits; AID 1085; in the data active = inhibition above about 50%
Target sequence (Q1HVG2 whole entry, looked up): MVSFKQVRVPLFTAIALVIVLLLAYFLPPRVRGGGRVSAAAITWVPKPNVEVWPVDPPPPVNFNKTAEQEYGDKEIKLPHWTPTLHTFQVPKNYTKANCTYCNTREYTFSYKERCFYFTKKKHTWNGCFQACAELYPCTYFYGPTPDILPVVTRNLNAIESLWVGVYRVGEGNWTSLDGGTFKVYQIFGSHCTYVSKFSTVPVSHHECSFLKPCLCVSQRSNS
PERK inh = inhibitors of human PERK kinase. CHO PERK-DD fusion, SEAP luminescence translation reporter. 220,000 compounds, 0.17% hits. AID 1416. inhibition, % at 5.6 µM;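 active = inhibition above the mean inhibition of all tested compounds plus 3 SD, set separately per screening campaign, cut at about 2.9% in these data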;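 note: PERK kinase domain activated by AP20187 dimerizer at 100 nM; 0% = DMSO with dimerizer and 100% = rapamycin at 8.4 µM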
Calpain2 inh = calpain II (pig) inhibition; inhibition, % at 16 µM; purified calpain II, fluorogenic peptide substrate, 30 min; 220,000 compounds, 0.37% hits;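 active = inhibition above about 50%, limit read from the data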
* marks the source's active call; other numbers are inactive results; i = inactive; · = no result given; [ ] = remark or other dose.

Start of the listing, in advance:
SMILES	Cl transport mod	TNF necrop inh	L929 necroptosis	MDM2 E3 inh	Rad51 HR inh	eIF4E 4G PPI	EBV gp42 block	PERK inh	Calpain2 inh
CC1=CC(=O)CC(C)(C)C1(O)/C=C/C(C)=C/C(=O)O (configuration not stated)	0.0017	4.4	-0.2	-7	9	4	-13	-0.4	-6
O=[N+]([O-])c1ccc(N2CCCCC2)cc1SCCO	-1.7	-1.4	-0.4	6	-30	1	-12	0.8	-8

All compounds of this part, from the first entry:
SMILES	Cl transport mod	TNF necrop inh	L929 necroptosis	MDM2 E3 inh	Rad51 HR inh	eIF4E 4G PPI	EBV gp42 block	PERK inh	Calpain2 inh
CC1=CC(=O)CC(C)(C)C1(O)/C=C/C(C)=C/C(=O)O (configuration not stated)	0.0017	4.4	-0.2	-7	9	4	-13	-0.4	-6
O=[N+]([O-])c1ccc(N2CCCCC2)cc1SCCO	-1.7	-1.4	-0.4	6	-30	1	-12	0.8	-8
Cc1ccc(S/C(=N\S(=O)(=O)c2ccc(Cl)cc2)c2ccccc2)cc1	0.7	-16	-0.3	-14	0	4	-15	0.4	-64
N=c1oc2cc(O)ccc2cc1C(=O)Nc1ccccn1	-1.7	-1.2	1.1	-16	·	2	77*	0.0	i
O=C(Nc1cccc(S(=O)(=O)N2CCOCC2)c1)c1cnccn1	0.29	-0.3	1.3	-8	3	1	-1	0.3	-11
COc1ccccc1C/C(N)=N/OC(=O)c1cccc([N+](=O)[O-])c1C	-0.93	-1.7	-0.6	-11	7	-2	7	0.9	-14
CCS(=O)(=O)N1CCN(c2ccc([N+](=O)[O-])c(NCC3CCCO3)c2)CC1 (configuration not stated)	-0.98	2.4	0.8	-15	·	3	8	-0.2	33
Fc1ccc(-c2[nH]ncc2CN(CC2CCC2)CC2CCCO2)c(F)c1 (configuration not stated)	0.25	1.1	-0.8	2	1	-1	-10	0.6	-18
CCOC(=O)C1=NN(c2ccc(C)cc2)C2(S1)SC(C(C)=O)=C(C)N2c1ccccc1 (configuration not stated)	-0.048	-0.6	0.4	0	-4	-1	-8	-1.0	6
O=C(O)c1nn(CC(=O)N(C2CCCCC2)C2CCCCC2)c(=O)c2ccccc12	0.9	-0.7	1.1	-5	·	-1	7	-0.1	3
O=C(NCCc1ccccc1)C(=O)NCC1CCCO1 (configuration not stated)	·	0.3	-0.1	-9	3	-4	11	-1.4	-24
COc1ccc(CCNS(=O)(=O)c2cccc3cccnc23)cc1OC	-0.94	-0.8	-0.4	-6	·	4	-12	0.7	18
COc1cc(CNCCCN2CCOCC2)cc(Br)c1OCC(=O)N1CCCCC1	·	-2.1	-0.4	-10	-14	2	-14	-0.1	16
CN(C)c1ccc(C(=O)NC2(N3CCC3=O)CCCC2)cc1	-0.5	2.2	2.6	-2	-1	21	3	0.0	24
Cc1cc(C)cc(-c2nnc(SCC(=O)N3CCN(C(=O)c4ccco4)CC3)o2)c1	-0.47	-6.8	85*	5	-3	-2	-11	-0.9	1
CCOC(=O)CSC1=N/C(=C\c2cc(OC)c(OC)c(OC)c2)C(=O)N1C	-0.28	-1.0	1.0	-6	5	6	-6	1.0	-35
CCOC(=O)N1CCC(n2c(SCC(=O)NCCc3ccc(S(N)(=O)=O)cc3)nc3ccccc3c2=O)CC1	0.14	0.2	-0.8	-20	-20	1	-5	1.2	-13
CC1CCCN(c2nc3ccccc3nc2C(C#N)S(=O)(=O)c2cccs2)C1 (configuration not stated)	-1.4	-0.7	0.1	·	-6	11[fluorescence artefact?]	-1	0.6	-461
COc1ccc(-c2ccc([C@H]3[C@@H]4C=CCC[C@@]4(C)C(=O)N3Cc3ccccc3)c(F)c2)cc1	0.24	2.4	1.7	-5	-3	-3	-17	·	41
Cc1cccc(Nc2nc(N)nc(CSC(=S)N3CCOCC3)n2)c1	-0.14	0.5	15	-16	-6	-2	-3	0.2	-3
CCOc1ccc(-c2cc3nc(C4CCN(C(=O)OC(C)(C)C)CC4)c(C(=O)O)cn3n2)cc1	-0.37	-1.5	2.6	-10	-10	4	-18	0.6	-87
Cc1ccccc1/C(N)=N/OC(=O)N1c2ccccc2Sc2ccccc21	·	-10	1.3	-14	·	2	4	0.1	-34
CCOC(=O)c1cnc(SCC(=O)Nc2ccccc2N2CCOCC2)nc1N	0.84	1.0	-0.2	·	·	·	·	0.8	·
CCn1c(=O)c(C(=O)NCc2cccnc2)c(O)c2ccccc21	-2.1	1.3	1.9	-8	3	9	2	-0.8	-24
Cc1nc2ccccc2nc1OCC(=O)Nc1ccc(F)cc1	0.093	2.5	0.8	1	26	-4	-15	0.6	-42
COC(=O)C1(NC(=O)NC2CCCCC2)CCCCC1	3.2	4.8	1.1	-13	20	-2	-2	1.2	8
CN(C)CC(O)COC(c1ccccc1)c1ccccc1 (configuration not stated)	0.44	2.3	-0.5	-57	1	1	-13	0.3	-3
O=C(N/N=C1\CCc2ccccc21)c1ccc(O)cc1	-0.016	-1.2	3.9	-7	-4	-1	-9	0.5	13
Cc1ccc(Nc2nc(N)nc(CN3CCN(C(=O)c4ccco4)CC3)n2)cc1Cl	-0.42	-3.7	-0.2	-14	-4	8	-5	-1.3	-55
CC1=CC(=O)[C@H]2C(C)(C)CCC[C@]2(C)[C@@]1(O)CO	0.019	-0.2	-0.5	-5	-6	-1	-13	0.2	13
Cc1cc(C)nc(NC(=O)C(C)N2C(=O)c3ccccc3C2=O)n1 (configuration not stated)	-1.1	-0.3	-0.3	-10	0	-4	4	1.0	-1
O=C(NCCN1CCOCC1)C1CCN(S(=O)(=O)N2CCCC2)CC1	-0.14	0.5	2.1	-8	1	-3	5	-0.1	-7
C/C(=N/Oc1nc(C)cc(C)n1)c1ccc(F)cc1	-0.11	-0.5	0.1	-9	-2	8	-2	0.5	15
CCn1cc(C(=O)N2CCN(c3ccc(OC)cc3)CC2)c2cc(OC)c(OC)cc2c1=O	-0.93	3.4	1.2	-24	0	7	-7	0.1	12
O=C(CCCOc1ccc(Cl)cc1Cl)N1CCN(c2ccccn2)CC1	-2.7	-1.6	-0.3	0	-6	-5	6	0.3	-53
Cn1c2[n+](c3ccc(Cl)cc3c1=O)Cc1ccccc1-2	-0.18	-0.2	0.0	·	-38	3	-16	1.0	13
COC(=O)Nc1sc2c(c1C(N)=O)CCC(C)C2 (configuration not stated)	0.9	-1.0	25	8	1	2	-11	1.6	-22
CC(=O)Oc1ccc(N2C(=O)[C@@H]3[C@H](C2=O)[C@H]2c4ccccc4C=NN2[C@@H]3C(C)=O)cc1	-0.75	-0.4	-0.1	-11	·	-2	3	0.5	-9
O=C(NCCO)/C(=C\c1cccs1)NC(=O)c1cccs1	0.009	1.3	0.5	·	·	6	-12	1.1	19
Nc1n[nH]c(-c2ccc(F)cc2)n1	0.047	0.0	0.2	-7	-8	-9[fluorescence artefact?]	-11	-0.3	-4

Quoted from the listing.
CC1=CC(=O)[C@H]2C(C)(C)CCC[C@]2(C)[C@@]1(O)CO – eIF4E 4G PPI: -1
Nc1n[nH]c(-c2ccc(F)cc2)n1 – Calpain2 inh: -4
COC(=O)Nc1sc2c(c1C(N)=O)CCC(C)C2 (configuration not stated) – PERK inh: 1.6

Three of these compounds, set out differently.
O=C(NCCO)/C(=C\c1cccs1)NC(=O)c1cccs1
  Cl transport mod: 0.009
  TNF necrop inh: 1.3
  L929 necroptosis: 0.5
  MDM2 E3 inh: ·
  Rad51 HR inh: ·
  eIF4E 4G PPI: 6
  EBV gp42 block: -12
  PERK inh: 1.1
  Calpain2 inh: 19

CCn1cc(C(=O)N2CCN(c3ccc(OC)cc3)CC2)c2cc(OC)c(OC)cc2c1=O
  Cl transport mod: -0.93
  TNF necrop inh: 3.4
  L929 necroptosis: 1.2
  MDM2 E3 inh: -24
  Rad51 HR inh: 0
  eIF4E 4G PPI: 7
  EBV gp42 block: -7
  PERK inh: 0.1
  Calpain2 inh: 12

CC(=O)Oc1ccc(N2C(=O)[C@@H]3[C@H](C2=O)[C@H]2c4ccccc4C=NN2[C@@H]3C(C)=O)cc1
  Cl transport mod: -0.75
  TNF necrop inh: -0.4
  L929 necroptosis: -0.1
  MDM2 E3 inh: -11
  Rad51 HR inh: ·
  eIF4E 4G PPI: -2
  EBV gp42 block: 3
  PERK inh: 0.5
  Calpain2 inh: -9

(continued)
SMILES	Cl transport mod	TNF necrop inh	L929 necroptosis	MDM2 E3 inh	Rad51 HR inh	eIF4E 4G PPI	EBV gp42 block	PERK inh	Calpain2 inh
CCC(C)C(NC(=O)c1ccccc1NC(=O)c1ccco1)C(=O)NNC(=O)c1ccc(OC)cc1 (configuration not stated)	-0.49	1.6	0.1	-4	4	1	-27	-0.4	-54
CCOC(=O)COC(=O)c1ccc(O)cc1	0.034	2.9	2.6	-9	5	-5	0	1.1	10
Cc1ccc(NC(=O)c2cc(=O)c3ccccc3o2)cc1	0.24	-3.6	0.1	0	-2	1	-23	1.1	-4
Cc1cccc2c1OCC/C2=N\NC(=O)COc1ccccc1	-1.4	-0.1	-0.2	1	2	1	7	0.3	26
CC(C)(C)C(=O)[C@H]1[C@H](c2ccccc2)[C@@]2(N=C(c3ccccc3)OC2=O)C2c3ccccc3C=NN21 (some centres not stated)	-0.4	-0.8	1.6	-18	2	-5	0	-0.2	-40
Cc1nnc(SCC(=O)NCc2ccc(F)cc2)[nH]c1=O	0.074	0.2	1.0	8	-8	0	-3	-1.1	-11
CCOc1ccc(NC(=O)CN(C)c2ccc(S(=O)(=O)N(C(C)C)C(C)C)cn2)cc1OCC	-0.56	5.0	0.0	-17	-2	-8	0	-0.8	-21
O=C(O)CCC(=O)NNC(=O)c1cccs1	-0.6	-0.2	1.9	-12	5	-1	-2	0.2	0
O=C(Nc1ccc(N2CCN(c3ccc(O)cc3)CC2)cc1)Oc1ccccc1	·	-6.1	1.2	-17	-4	-6	-12	1.0	23
O=S(=O)(c1ccc(Oc2ccc(-c3nnco3)cc2)nc1)N1CCC(Cc2ccccc2)CC1	0.0053	1.2	0.2	15	-3	4	-7	0.7	4
CCCS(=O)(=O)N1CCC(C(=O)NCCCN2CCCC2=O)CC1	1.1	0.7	0.7	-3	10	-3	-15	1.2	3
CS(=O)(=O)N1CCC(c2noc(-c3ccc(C(F)(F)F)cc3)n2)CC1	-0.18	2.6	1.3	-11	-1	4	-6	0.3	40
CCOc1ccc2nc(SCC(=O)N(C)C)[nH]c2c1	-1.4	-0.9	-0.8	-13	-2	-1	-18	-0.1	-2

Bioassay records from PubChem.

An unsorted share of the library; any-hit rate near 3.6%.
